GLP-1R inv ag: inverse agonists of human GLP-1 receptor; Potency, µM (highest dose often 38.3 µM), for the others: top-dose activity change, negative = inhibition, most hits filed as inhibitors; P43220; HEK293 GLP-1R CRE-luciferase, luminescence, 24 h; GLP-1R form is constitutively active; AID 624417; 410,000 tested, 1.6% active; further: potency means the concentration at half of the fitted maximal effect; on the % scale 0 is the no-effect control and ±100 the full control effect; nearly all actives have a fitted effect of over 55% in size
Target sequence (P43220 whole entry, looked up): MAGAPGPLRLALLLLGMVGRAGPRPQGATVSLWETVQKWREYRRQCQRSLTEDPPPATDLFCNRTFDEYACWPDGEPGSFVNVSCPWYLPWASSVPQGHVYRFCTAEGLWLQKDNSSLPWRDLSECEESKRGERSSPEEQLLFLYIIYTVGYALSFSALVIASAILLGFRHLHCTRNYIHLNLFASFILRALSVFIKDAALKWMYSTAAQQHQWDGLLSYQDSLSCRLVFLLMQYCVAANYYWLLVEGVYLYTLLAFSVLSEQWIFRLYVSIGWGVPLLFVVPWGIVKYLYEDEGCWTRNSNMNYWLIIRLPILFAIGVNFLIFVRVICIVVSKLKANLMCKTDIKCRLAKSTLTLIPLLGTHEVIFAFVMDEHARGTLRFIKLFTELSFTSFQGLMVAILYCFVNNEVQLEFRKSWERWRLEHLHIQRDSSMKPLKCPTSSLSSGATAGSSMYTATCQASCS
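Luminescence readout: a drop in cAMP-driven luciferase signal flags inverse agonism at a constitutively active GLP-1R stably expressed in HEK293. Compound exposure lasted 24 hr at 37 deg C, 5% CO2.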
Abeta yeast res: restores growth of yeast expressing A-beta42 peptide | yeast expressing A-beta42, growth rescue, OD600, 48 h; response scale: 0% DMSO, 100% iron-clioquinol control | Potency, µM (highest dose often 46.1 µM), for the others: top-dose growth rescue, most hits filed as activators | 410,000 tested, 0.063% active; further: potency means the concentration at half of the fitted maximal effect; nearly all actives have a fitted effect of over 55% in size
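Yeast growth medium received pinned compounds, then yeast cells expressing toxic A-beta were added; plates incubated at 30 C for 48 hr. Growth read as absorbance at 600 nm, normalized to DMSO and equimolar FeCl3 plus clioquinol controls.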
MmCpn inh: blocks the Methanococcus maripaludis chaperonin Mm-Cpn; Potency, µM (doses to about 76.9 µM), for inactives: at the highest dose activity, negative = inhibition, usual class: inhibitors; 330,000 tested, 0.031% active; purified Mm-Cpn ATPase, ADP Transcreener TR-FRET; further: potency means the concentration at half of the fitted maximal effect; on the % scale 0 is the no-effect control and ±100 the full control effect; nearly all actives have a fitted effect of over 80% in size
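Measured: ADP formation by purified Mm-CPN. Conditions: 25 nM protein, 10 uM ATP, Tris pH 7.4 with Mg2+, K+ and DTT, 37°C for 30 min. Detection: Transcreener HTRF after 30 min at room temperature.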
aSyn rescue: rescues yeast growth from alpha-synuclein toxicity | Yeast expressing alpha-synuclein, growth rescue, BacTiter-Glo, 24 h | Potency, µM (series often up to 46.1 µM), inactives show at the top dose growth rescue (activation), actives largely listed as activators | 370,000 tested, 0.14% active | AID 652106; further: potency means the concentration at half of the fitted maximal effect; % of control where 0% means no effect; nearly all actives have a fitted effect of over 65% in size
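Galactose-induced alpha-syn yeast (OD600=0.02, raffinose-pregrown) + pinned cpd, 24 hr, 30 deg C; growth by BacTiter-Glo luminescence. Growth restoration scores as activation.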
PTHR1 agonist: activates the human parathyroid hormone receptor PTHR1; 410,000 tested, 0.075% active; AID 743266; HEK293 GP2 PTHR1 cells, GloSensor cAMP luminescence, 1 h; Potency, µM (highest dose often 115 µM), for the others: at the highest dose activation, usual class: activators; Q03431; further: potency means the concentration at half of the fitted maximal effect; nearly all actives have a fitted effect of over 55% in size; some results filed as inactive show a strong effect at the top dose; inactives centre near -15; many of its hits are not listed in these tables
Target sequence (Q03431 whole entry, looked up): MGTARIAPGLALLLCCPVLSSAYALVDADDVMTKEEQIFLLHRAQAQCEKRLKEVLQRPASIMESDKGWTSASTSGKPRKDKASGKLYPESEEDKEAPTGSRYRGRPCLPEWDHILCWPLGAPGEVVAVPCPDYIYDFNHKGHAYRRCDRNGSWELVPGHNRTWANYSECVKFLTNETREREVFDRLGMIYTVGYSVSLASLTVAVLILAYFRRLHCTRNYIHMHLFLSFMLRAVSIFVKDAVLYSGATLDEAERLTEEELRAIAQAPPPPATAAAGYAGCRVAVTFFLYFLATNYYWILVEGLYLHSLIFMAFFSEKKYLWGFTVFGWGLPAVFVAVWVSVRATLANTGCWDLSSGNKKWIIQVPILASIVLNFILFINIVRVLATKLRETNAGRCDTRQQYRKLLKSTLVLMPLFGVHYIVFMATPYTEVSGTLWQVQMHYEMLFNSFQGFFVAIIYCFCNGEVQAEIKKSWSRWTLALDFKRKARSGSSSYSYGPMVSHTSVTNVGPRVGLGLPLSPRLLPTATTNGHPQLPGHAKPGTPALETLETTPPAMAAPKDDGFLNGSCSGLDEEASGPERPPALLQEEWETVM
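HEK-293-derived GP2 cells expressing PTHR1 and a GloSensor cAMP reporter, 3,000/well, plated overnight, given luciferin plus IBMX (each 0.5 mM as added) for 1 h at 37 °C, then compound for 1 h at 37 °C. Luminescence was read after 15 min at room temperature.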
Akt phos inh: Akt phosphorylation inhibition. AID 651550. activity change, % for hits at 50 µM. Neuro2A IGF-stimulated pAkt S473 HTRF, 20 min; hits give low values. 360,000 tested, 0.32% active; in the data active means activity change below about -80%; inconclusive means mostly about -51% to -80%; further: on the % scale 0 is the no-effect control and ±100 the full control effect
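Single-point screen (50 µM final compound) in Neuro2A cells stimulated 20 min with 6 nM IGF at 37 deg C. After lysis, Ser473-phosphorylated Akt read by HTRF (ex 330 nm, em 615/665 nm) as the 665/615 ratio.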
GLP1R cytotox: cytotoxicity counter-screen for GLP-1 receptor inverse agonists. HEK293 cAMP-luciferase reporter cells, luminescence, 24 h. Potency, µM (titrated, usually from 38.3 µM), for the others: at the highest dose activity change, negative = inhibition, actives largely listed as inhibitors. 410,000 tested, 0.13% active. AID 624418;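 further: loss of luciferase light is scored as toxicity; potency means the concentration at half of the fitted maximal effect; on the % scale 0 is the no-effect control and ±100 the full control effect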
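1536-well qHTS counterscreen of the MLSMR; 200 cells/uL, 12 h pre-incubation, 23 nL cpd, 24 h at 37 deg C 5% CO2, luciferase detection reagent, 12 min RT, luminescence. Inhibition = undesired.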
FUS yeast rescue: rescues growth of FUS-expressing yeast; S. cerevisiae FUS-expressing, growth rescue, OD600, 24 h; Potency, µM (doses to about 76.6 µM), for inactives: at the highest dose growth rescue (activation), hits mostly activators; 390,000 tested, 0.24% active;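 further: potency means the concentration at half of the fitted maximal effect; plate controls were DMSO vehicle for no effect and reference control for full effect; nearly all actives have a fitted effect of over 55% in size; some results filed as inactive show a strong effect at the top dose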
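FUS-expressing yeast, raffinose-pregrown, induced in 2% galactose minimal medium at OD 0.005; compounds in a dilution series, 24hr at 30C. Growth restoration read as absorbance at 600 nm. CP55940 positive control, DMSO negative.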
TDP-43 yeast inh: rescues yeast growth from TDP-43 toxicity | Potency, µM (highest dose often 46.1 µM), inactives show top-dose growth rescue (activation), usual class: activators | 410,000 tested, 1.8% active | AID 652104 | TDP-43 expressing yeast growth rescue, BacTiter-Glo, 24 h; further: potency means the concentration at half of the fitted maximal effect; % of control where 0% means no effect; nearly all actives have a fitted effect of over 50% in size
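Luminescence from BacTiter-Glo reports growth of TDP-43-expressing yeast after 24 hr at 30 deg C with compound. Cells were raffinose-pregrown to mid-log, then seeded in galactose medium at OD600=0.02.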
Active calls of the source: *; i = inactive; u = inconclusive; x = no result given; & = joins results of further samples; [ ] = remark or other dose. Unless noted, the call rests on the fitted dose curve; in most records, active means well fitted curve in the direction sought with a large enough effect; inconclusive means small, poorly fitted or top-dose-only effect, or another doubt; inactive means no such curve, though single readings can be large; an effect the other way counts as inactive or inconclusive.

SMILES	GLP-1R inv ag	Abeta yeast res	MmCpn inh	aSyn rescue	PTHR1 agonist	Akt phos inh	GLP1R cytotox	FUS yeast rescue	TDP-43 yeast inh
COc1ccccc1N1CCN(C2CC(=O)N(c3cccc(Br)c3)C2=O)CC1 (stereo not given)	15%	-62%[inhibitor]	1%	-70%[inhibitor]	u	i	5%	37%	27%
Cn1c(=O)c(=O)n(C)c2cc(S(=O)(=O)N3CCN(c4ccc(F)cc4)CC3)ccc21	0%&11%	-8%&9%	0%	2%	-11%	i	3%&-5%	-20%&-4%	-7%&19%
Cc1onc(-c2c(F)cccc2Cl)c1C(=O)OCN1C(=O)c2ccccc2C1=O	4%	10%	1%	5%	-10%[57.5 µM]	i	-5%	17%	-12%
CCOc1ccc(CNC(=O)Cc2ccc(NC(=O)N3CCCCc4ccccc43)cc2)cc1OC	u	-6%	x	x	i	x	0%	41%	7%
CN1OC[C@@H]2CN(C(=O)Cc3ccccc3)[C@H](c3ccccc3Br)C[C@@H]21	-7%	-1%	x	1%	-24%	i	4%	-2%	0%
C[C@H]1CN=C(N(C)C)N1CC1CCCC1	6%	0%	-4%	0%	-12%	i	1%	-20%	-8%
CCCCOCCCNC(=O)C[C@@H]1C[C@@]2(C(=O)OCC)CCCC=C2N(Cc2ccc3c(c2)OCO3)C1=O	u	-14%	x	-2%	7%	i	4%	u	-6%
Cc1nnc(SCC(=O)NC2CCCCCC2)n1C	7%	9%	0%	-1%	-19%	i	-7%	-2%	9%
CCc1ccccc1NC(=O)Cn1c(=O)n(-c2cccc(C)c2)c(=O)c2c1c1cc(OC)ccc1n2C	-7%	-11%	x	x	-5%	x	-4%	2%	u
Cc1ccc(-c2nnn(CC(=O)Nc3ccc4nn(-c5ccccc5)nc4c3)n2)o1	9%	6%	-2%	5%	-1%	i	9%	30%	15%
COc1cc(S(=O)(=O)NCc2ccncc2)c(OC)cc1Br	-9%	8%	8%	-3%	-33%	i	-6%	x	24%
CC1CCCCN1C(=O)CSc1nc2ccccc2[nH]1 (stereo not given)	-3%	0%	-1%	-2%	0%	i	6%	-14%	-4%
CN(C)S(=O)(=O)c1ccc(N2CCCC2)c(C(=O)N2CCN(S(=O)(=O)c3cccc(F)c3)CC2)c1	-20%	4%	-5%	0%	i	i	-5%	u	-11%
Cc1c(CNC(=O)c2c([N+](=O)[O-])cnn2C)cnn1C	-8%	6%	2%	-1%	-15%	i	-1%	-5%	-1%
CCCS(=O)(=O)N1CCCC(c2nc(-c3ccc(OC)cc3)no2)C1 (stereo not given)	-38%	0%	0%	5%	i	i	-7%	11%	25%
Cc1ccc(OCC(=O)Nc2ccc(N3CCN(C(=O)c4ccc(C)cc4)CC3)cc2)cc1	-10%	-13%	-1%	-3%	i	i	16%	19%	-22%[9.22 µM]
Nc1nc2c(s1)CC(c1ccccc1)CC2 (stereo not given)	-10%	5%	-14%	15%	i	i	12%	19%	-16%
CCOc1ccc(CCNC(=O)COC(=O)c2sccc2C)cc1OCC	8%	0%	0%	12%	i	i	12%	6%	21%
CC1CCN(C(=O)COc2ccc(S(=O)(=O)N3CCCC3)cc2)CC1	16%	3%	-3%	2%	-10%	i	-6%	2%	-1%
Cn1c(=O)n(C)c2cc(/C=C3/SC(=O)N(CC(=O)N4CCOCC4)C3=O)ccc21	61%[activator]	-12%	-7%	0%	-1%	i	0%	10%	12%
Cc1cc(Cl)ccc1N(CC(=O)NCc1ccc2c(c1)OCO2)S(C)(=O)=O	-8%	5%	1%	1%	i	i	1%	3%	9%
Cc1ccccc1NS(=O)(=O)c1ccc2[nH]c(=O)[nH]c2c1	23%	-10%	-1%	3%	u	i	-1%	-4%	8%
CN(C)NC1CCS(=O)(=O)C1 (stereo not given)	13%	-17%	0%	0%	i	i	-4%	12%	-29%
CCOC(=O)C1CCCN(C(=O)c2sc(-c3ccccc3)nc2C)CC1 (stereo not given)	-3%	-2%	x	13%	-69%[inhibitor]	i	4%	-5%	0%
C=CCNC(=O)CSc1nnc(-c2ccccn2)n1Cc1ccccc1	9%	-11%	-6%	0%	i	i	6%	15%	-4%
COc1ccc(N2CCN(C(CNS(=O)(=O)c3ccc(C)cc3)c3ccccc3)CC2)cc1 (stereo not given)	u	0%	2%	-4%	-36%[inhibitor]	i	21%	x	0%
COC(=O)COc1ccc2oc(=O)cc(C)c2c1	12%	-9%	-1%	1%	u	i	-8%	-14%	11%
CCOC(=O)c1ccc(-c2ccc(/C=N/NC(=O)c3cncc(Br)c3)o2)cc1	22%	3%	0%	-8%	i	i	-1%	10%	6%
O=C(CCCn1cc([N+](=O)[O-])cn1)Nc1cccnc1	-1%	1%	0%	1%	-2%	i	3%	-25%	-12%
NC(=O)C1CCN(C(=O)c2cc3c(s2)CCCCC3)CC1	32%	-3%	-3%	-8%	-6%	i	-14%	x	0%

In another format: 3 of the compounds above.
SMILES | GLP-1R inv ag | Abeta yeast res | MmCpn inh | aSyn rescue | PTHR1 agonist | Akt phos inh | GLP1R cytotox | FUS yeast rescue | TDP-43 yeast inh
Cc1c(CNC(=O)c2c([N+](=O)[O-])cnn2C)cnn1C | -8% | 6% | 2% | -1% | -15% | i | -1% | -5% | -1%
CCCS(=O)(=O)N1CCCC(c2nc(-c3ccc(OC)cc3)no2)C1 (stereo not given) | -38% | 0% | 0% | 5% | i | i | -7% | 11% | 25%
Cc1ccc(OCC(=O)Nc2ccc(N3CCN(C(=O)c4ccc(C)cc4)CC3)cc2)cc1 | -10% | -13% | -1% | -3% | i | i | 16% | 19% | -22%[9.22 µM]

Later entries
SMILES	GLP-1R inv ag	Abeta yeast res	MmCpn inh	aSyn rescue	PTHR1 agonist	Akt phos inh	GLP1R cytotox	FUS yeast rescue	TDP-43 yeast inh
CCC(=O)NS(=O)(=O)c1ccc(N=NN2CCCCC2)cc1	10%	-2%	-20%	14%	-10%	i	8%	x	14%
COC(=O)N1C2CCCCC2=NN(c2ccccc2)N1C(=O)OC (stereo not given)	u	-30%	x	17%	-5%	x	u	-9%	u
COc1ccc(OCCOc2ccc(N(C)S(=O)(=O)c3ccccc3)cc2)cc1	-24%	-13%	-1%	-4%	-13%	i	-11%	-17%	1%
CCOc1ccc2oc(=O)cc(CN3CCN(C(=O)c4ccc(Cl)cc4)CC3)c2c1	5%	-10%	x	x	-3%	x	-1%	u	28%
CCNc1ccc(C(=O)OCC(=O)NC(C)c2ccccc2)cc1[N+](=O)[O-] (stereo not given)	1%	-4%	1%	-2%	i	i	-5%	x	10%
COc1ccc(CNC(=O)CSc2n[nH]c(-c3ccc(F)cc3)n2)cc1	4%	-10%	x	x	i	x	5%	35%	4%
CC(=C1C(=O)c2ccccc2C1=O)N1CCN(c2ccc(F)cc2)CC1	-15%	u	-4%	1%	-20%	i	6%	21%	21%
O=C(N[C@@H](Cc1ccccc1)C(=O)Nc1ccc(F)cc1)C1CCNCC1	1%	-3%	2%	-2%	-15%	i	-4%	2%	-13%
CNC(=O)c1sc(-c2ccccn2)nc1C	8%	2%	-1%	4%	-13%	i	5%	-22%	-5%
O=C(NCC(c1ccco1)S(=O)(=O)c1ccc(Cl)cc1)c1ccccc1F (stereo not given)	-22%	-12%	x	x	-12%	x	-4%	6%	20%[9.22 µM]
COc1ccc2oc(C(=O)NN3C(C)CCCC3C)c(C)c2c1 (stereo not given)	-12%	-2%	3%	9%	-36%[inhibitor]	i	-4%	3%	u
CCCN1CCN(CCCNC(=O)c2ccc3c(=O)n(CCc4ccccc4)c(=O)[nH]c3c2)CC1	-14%	3%	-2%	-1%	i	i	-5%	13%	8%
CCOC(=O)CN1C(=O)N[C@@H](CCc2ccccc2)[C@H](C(=O)OC)[C@H]1C	1%	-10%	x	1%	-10%	i	1%	-31%	-23%
COc1cccc(CC(=O)Nc2cccc3ccccc23)c1	-6%	6%	-2%	14%	-8%	i	-1%	-25%	1%
CC1CCC(NC(=O)COC(=O)CSc2ccc(C(N)=O)cc2[N+](=O)[O-])CC1 (stereo not given)	-4%	12%	-1%	-15%	-12%	i	-3%	6%	-11%
Cc1noc(C)c1NC(=O)N(C)C[C@@H]1Oc2ccc(NC(=O)C3CCCCC3)cc2C(=O)N([C@@H](C)CO)C[C@H]1C	11%	-6%	-1%	-7%	-22%	i	7%	8%	4%
COc1ccc(NC2CCCN(C(=O)c3ccc(OC)o3)C2)cc1 (stereo not given)	29%	7%	-1%	-4%	i	i	-3%	0%	7%
CC(=O)Nc1ccc(NC(=O)C(C)OC(=O)CNC(=O)c2ccc(-c3ccccc3)cc2)cc1 (stereo not given)	9%	-11%	-2%	0%	-24%	i	16%	-2%	21%
COc1ccc(Cl)cc1S(=O)(=O)N1CCN(C(=O)c2cc(-c3ccc(Br)cc3)n[nH]2)CC1	10µM*	10%	x	x	-4%	x	-19%	u	24%
COc1ccc(CNC(=O)N[C@H](C(=O)O)C(C)C)cc1OC	3%	-7%	1%	-4%	i	i	5%	-29%	4%
CCC(=O)Oc1ccc2c(C)cc(=O)oc2c1C(=O)c1ccccc1	14%	-15%	1%	8%	i	i	2%	23%	22%
O=C(NC1CCCc2ccccc21)c1ccc(Cl)nc1 (stereo not given)	-26%	6%	2%	-4%	-7%	i	-2%	-4%	10%
CCc1cccc(NC(=O)CCCN2C(=O)NC(C)(C)C2=O)c1	-16%	-3%	-5%	0%	i	i	-25%	x	-12%

The list is partial. The share of hits here may be higher or lower than overall.
